Tn6 DDE FP: disrupts Tn6 cyclic peptide binding to fibrin D-Dimer-E complex; P02675; Fibrin DD(E) TRITC-Tn6 fluorescence polarization displacement; inhibition, % at 8.3 µM; 370,000 tested, 0.21% active;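 active = inhibition above a per-campaign cutoff: mean of compounds within control limits plus 3 SD, cut at about 15% in these data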;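 note: 0% = median of all compound wells on the plate and 100% = blocking peptide control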
Target sequence (P02675 whole entry, looked up): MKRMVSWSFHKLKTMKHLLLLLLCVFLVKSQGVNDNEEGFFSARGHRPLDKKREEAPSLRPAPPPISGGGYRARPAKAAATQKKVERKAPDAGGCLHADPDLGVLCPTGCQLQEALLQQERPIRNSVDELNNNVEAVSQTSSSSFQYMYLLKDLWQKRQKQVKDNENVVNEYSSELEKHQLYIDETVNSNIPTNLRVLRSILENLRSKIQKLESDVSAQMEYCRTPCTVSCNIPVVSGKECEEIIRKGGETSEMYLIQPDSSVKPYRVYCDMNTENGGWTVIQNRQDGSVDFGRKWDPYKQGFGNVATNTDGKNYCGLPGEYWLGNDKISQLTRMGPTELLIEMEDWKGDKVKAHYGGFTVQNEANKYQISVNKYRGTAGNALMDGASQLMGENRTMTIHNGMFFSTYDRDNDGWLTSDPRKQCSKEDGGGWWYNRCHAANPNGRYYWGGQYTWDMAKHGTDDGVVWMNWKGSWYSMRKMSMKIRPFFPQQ
PLCb3 inh: PLC-beta3 (human) inhibition, primary screen. Q01970. Purified PLC-beta3, fluorogenic substrate, fluorescence. inhibition, % at 12.2 µM. 370,000 tested, 0.18% active; in the data active = inhibition above about 11%;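 note: 0% = median of compound wells on plate and 100% = full blocker control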
DDE Tn7 FP inh: disrupts Tn7 cyclic peptide binding to fibrin D-Dimer-E complex | P02675 | FP displacement of FITC-Tn7 peptide from fibrin DD(E); 0% = median of compound wells per plate | inhibition, % at 8.3 µM | 370,000 tested, 0.13% active | AID 720508;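 active = inhibition above the mean of compounds falling within the control limits plus 3 SD of them, cut at about 14% in these data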;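 note: 0% = plate median of compound wells and 100% = 10 µM Aha-Tn7 peptide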
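Assay system: Human clot-derived fibrin DD(E) complex | Buffer or medium: Tris/NaCl/CaCl2 buffer, pH 7.8 | Repeats: One replicate per compound | Benchmarks: Aha-Tn7 high control | Measure: % inhibition scaled between sample-field median and high-control FP | Schedule: 10 min plus 3 h, room temperature | Signal: Fluorescence polarization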
PLCg1 inh: blocks human PLC-gamma1 enzyme activity. 370,000 tested, 0.84% active. AID 720700. inhibition, % at 12.2 µM. P19174. purified PLC-gamma1, fluorogenic substrate, fluorescence; in the data active = inhibition above about 9.5%
ASAP1 inh: inhibitors of human ASAP1 ArfGAP activity; Q9ULH1; ASAP1-stimulated ARF1 GTP hydrolysis, GDP FP detection; inhibition, % at 16.5 µM; 360,000 tested, 0.19% active; in the data active = inhibition above about 25%;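 note: 0% = vehicle with enzyme and substrate and 100% = no enzyme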
ARFGAP1 inhibitor: rat ARFGAP1 inhibition; Arfgap1-stimulated ARF1 GTP hydrolysis, GDP FP detection; 360,000 tested, 0.26% active; Q62848; inhibition, % at 16.5 µM;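 active = inhibition above a per-plate limit, mean inhibition of low control wells plus 3 SD, cut at about 25% in these data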;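 note: 0% = DMSO wells with enzyme and 100% = wells lacking Arfgap1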
Target sequence (Q62848 1-136 limits assumed): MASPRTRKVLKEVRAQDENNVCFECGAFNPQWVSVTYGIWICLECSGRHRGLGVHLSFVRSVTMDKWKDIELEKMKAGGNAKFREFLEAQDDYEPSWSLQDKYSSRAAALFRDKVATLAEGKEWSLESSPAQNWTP
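Material: truncated rat Arfgap1 GAP domain; Incubation: compound-enzyme preincubation 20 min, reaction 120 min, detection 60 min, 25 °C; Read-out: percent inhibition of Arfgap1-stimulated GTP hydrolysis; Technique: FP, GDP Alexa 633 tracer displaced from anti-GDP antibody, 620/688 nm; Controls: No-Arfgap1 wells (100%) versus DMSO full-reaction wells (0%); Replication: single well per compound.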
MBD2 DNA inh: MBD2-methylated oligo binding inhibition. AID 686964. Q9UBB5. 370,000 tested, 0.31% active. inhibition, % at 4.4 µM. TR-FRET, MBD2 binding to methylated oligonucleotide; in the data active = inhibition above about 13%
Target sequence (Q9UBB5 whole entry, looked up): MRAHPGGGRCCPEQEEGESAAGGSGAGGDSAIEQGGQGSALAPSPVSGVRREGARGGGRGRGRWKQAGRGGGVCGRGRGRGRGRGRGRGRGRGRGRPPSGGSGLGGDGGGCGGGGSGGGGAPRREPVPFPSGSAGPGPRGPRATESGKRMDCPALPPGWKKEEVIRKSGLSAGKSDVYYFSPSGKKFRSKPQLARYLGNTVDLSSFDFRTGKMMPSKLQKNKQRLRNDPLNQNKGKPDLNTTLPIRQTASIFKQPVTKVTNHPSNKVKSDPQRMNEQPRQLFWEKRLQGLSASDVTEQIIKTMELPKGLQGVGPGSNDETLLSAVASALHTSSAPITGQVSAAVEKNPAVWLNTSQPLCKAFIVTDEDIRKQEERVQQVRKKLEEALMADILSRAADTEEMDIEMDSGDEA
proKLK7 act: activates the human kallikrein-7 zymogen | P49862 | 370,000 tested, 0.9% active | AID 652039 | activation, % at 7 µM | purified proKLK7, EDANS-DABCYL substrate fluorescence; 100% is mature enzyme control, 0% vehicle;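 active = activation above the mean of all tested compounds plus 3 SD, computed per campaign excluding outliers beyond control limits, cut at about 13% in these data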
UHRF1 binding: UHRF1 methyl-DNA binding inhibition; Q96T88; UHRF1 binding to methylated oligo, TR-FRET; inhibition, % at 4.4 µM; 370,000 tested, 0.75% active; AID 687016; in the data active = inhibition above about 21%;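 note: UHRF1 SRA domain binding a hemimethylated CpG hairpin DNA probe; 0% = median of test compound wells and 100% = reference inhibitor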
ADAM17 inh: inhibitors of human ADAM17; AID 720648; recombinant ADAM17, EDANS/DABCYL FRET peptide cleavage; inhibition, % at 6.95 µM; 370,000 tested, 0.83% active;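 active = inhibition above the mean of compounds lying between control limits plus 3 SD, set per campaign, cut at about 8.5% in these data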;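 note: 0% = DMSO-only wells as the low control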
* marks the source's active call; other numbers are inactive results.

COCc1ccc(C(=O)N2CCCC(Nc3ccc4c(c3)OCCO4)C2)o1 (stereo unspecified) was read as Tn6 DDE FP 0, PLCb3 inh -8, DDE Tn7 FP inh -12, PLCg1 inh -1, ASAP1 inh -1, ARFGAP1 inhibitor 6, MBD2 DNA inh 10, proKLK7 act -0.8, UHRF1 binding 21* and ADAM17 inh 0.
For Cc1ccc(S(=O)(=O)NCc2csc(C)n2)c(C)c1 the results were Tn6 DDE FP -1, PLCb3 inh 0, DDE Tn7 FP inh -4, PLCg1 inh 2, ASAP1 inh -3, ARFGAP1 inhibitor 3, MBD2 DNA inh -2, proKLK7 act 0.3, UHRF1 binding 1 and ADAM17 inh -1.
Screening Cc1ccccc1NC(=O)CSC1=NCCN1 returned Tn6 DDE FP 1, PLCb3 inh 2, DDE Tn7 FP inh 0, PLCg1 inh 2, ASAP1 inh -10, ARFGAP1 inhibitor -7, MBD2 DNA inh -1, proKLK7 act -0.7, UHRF1 binding 2 and ADAM17 inh -3.
C/C(=N\NC(=O)c1nnn(-c2nonc2N)c1-c1ccccc1)c1ccccc1O was read as Tn6 DDE FP -3, PLCb3 inh -49, DDE Tn7 FP inh -1, PLCg1 inh -24, ASAP1 inh 5, ARFGAP1 inhibitor 1, MBD2 DNA inh 8, proKLK7 act 0.1, UHRF1 binding 4 and ADAM17 inh -5.
COc1ccccc1CNC(=O)c1cc(-c2cc(F)ccc2OC(C)C)n[nH]1 was read as Tn6 DDE FP -6, PLCb3 inh 1, DDE Tn7 FP inh 5, PLCg1 inh -3, ASAP1 inh -6, ARFGAP1 inhibitor -3, MBD2 DNA inh -9, proKLK7 act -0.3, UHRF1 binding 0 and ADAM17 inh 4.
For O=C(NCC(c1ccco1)N1CCCC1)c1cc2cc(Cl)ccc2o1 (stereo unspecified) the results were Tn6 DDE FP 6, PLCb3 inh -9, DDE Tn7 FP inh -2, PLCg1 inh 0, ASAP1 inh 11, ARFGAP1 inhibitor -6, MBD2 DNA inh 0, proKLK7 act 0.9, UHRF1 binding -3 and ADAM17 inh -1.
For COc1ccc(NC2CCCCC2NS(=O)(=O)c2ccc(C)cc2)cc1 (stereo unspecified) the results were Tn6 DDE FP -5, PLCb3 inh -11, DDE Tn7 FP inh -2, PLCg1 inh -5, ASAP1 inh 15, ARFGAP1 inhibitor 13, MBD2 DNA inh -1, proKLK7 act 0.8, UHRF1 binding 0 and ADAM17 inh 6.
Screening CN(C(=O)c1cccc(NC(=O)Cc2ccc(NC(=O)C3CCN(C(=O)C4CCCC4)CC3)cc2)c1)C1CCC1 returned Tn6 DDE FP 6, PLCb3 inh -1, DDE Tn7 FP inh 2, PLCg1 inh 2, ASAP1 inh -8, ARFGAP1 inhibitor 7, MBD2 DNA inh -3, proKLK7 act 0.4, UHRF1 binding 0 and ADAM17 inh -2.
For CCc1ccc(Cn2ncc3c(C(=O)O)cc(C)nc32)cc1 the results were Tn6 DDE FP 1, PLCb3 inh -7, DDE Tn7 FP inh -3, PLCg1 inh -2, ASAP1 inh -13, ARFGAP1 inhibitor -6, MBD2 DNA inh -3, proKLK7 act 0.9, UHRF1 binding 1 and ADAM17 inh -5.
Screening COc1ccc(C2NC(=O)NC(O)(C(F)(F)F)C2C(=O)c2ccc(C)cc2)cc1 (stereo unspecified) returned Tn6 DDE FP 0, PLCb3 inh 0, DDE Tn7 FP inh -5, PLCg1 inh 2, ASAP1 inh -7, ARFGAP1 inhibitor 6, MBD2 DNA inh -3, proKLK7 act -0.3, UHRF1 binding 1 and ADAM17 inh -1.
COc1ccc(C(=O)N2CCc3ccccc3C2)cc1S(=O)(=O)N1CCCC1 was read as Tn6 DDE FP -2, PLCb3 inh -2, DDE Tn7 FP inh 2, PLCg1 inh 1, ASAP1 inh 3, ARFGAP1 inhibitor -3, MBD2 DNA inh 3, proKLK7 act 0.5, UHRF1 binding 2 and ADAM17 inh -4.
O=C(Nc1ncc([N+](=O)[O-])s1)c1cccc([N+](=O)[O-])c1 was read as Tn6 DDE FP 1, PLCb3 inh -6, DDE Tn7 FP inh 4, PLCg1 inh -1, ASAP1 inh -3, ARFGAP1 inhibitor -3, MBD2 DNA inh 3, proKLK7 act -0.1, UHRF1 binding 2 and ADAM17 inh -4.
For CC1(C)OC(=O)C2=C(C[C@@H](C3CCCC3)O[C@H]2CCc2cccc(Cl)c2)O1 the results were Tn6 DDE FP 0, PLCb3 inh 1, DDE Tn7 FP inh 4, PLCg1 inh -2, ASAP1 inh -17, ARFGAP1 inhibitor 8, MBD2 DNA inh -1, proKLK7 act -0.5, UHRF1 binding -1 and ADAM17 inh -3.
Cc1ccc(C(=O)Nc2nccs2)s1 was read as Tn6 DDE FP -6, PLCb3 inh -3, DDE Tn7 FP inh 1, PLCg1 inh 1, ASAP1 inh 6, ARFGAP1 inhibitor 3, MBD2 DNA inh -5, proKLK7 act -0.3, UHRF1 binding -2 and ADAM17 inh -1.
Screening COc1ccc(OC)c(-n2c(-c3ccccc3)n[nH]c2=S)c1 returned Tn6 DDE FP -1, PLCb3 inh 1, DDE Tn7 FP inh 6, PLCg1 inh -7, ASAP1 inh -7, ARFGAP1 inhibitor 0, MBD2 DNA inh 2, proKLK7 act -0.2, UHRF1 binding 4 and ADAM17 inh -5.
For CCOc1ccc(NC(=O)C(c2ccccn2)N(C(=O)CCl)c2ccc(OC)cc2)cc1 (stereo unspecified) the results were Tn6 DDE FP 8, PLCb3 inh -19, DDE Tn7 FP inh 5, PLCg1 inh -17, ASAP1 inh -10, ARFGAP1 inhibitor 0, MBD2 DNA inh 1, proKLK7 act 0.8, UHRF1 binding -1 and ADAM17 inh -4.
C=C(C)CN1CCN(S(=O)(=O)c2ccc(C)c(N(C)S(=O)(=O)c3ccc(C)cc3)c2C)CC1 was read as Tn6 DDE FP -4, PLCb3 inh 1, DDE Tn7 FP inh -1, PLCg1 inh 2, ASAP1 inh 7, ARFGAP1 inhibitor 15, MBD2 DNA inh -1, proKLK7 act 0.0, UHRF1 binding 4 and ADAM17 inh 10*.
Screening CCNC(=O)C1CCCN(C(=O)c2ccc(C#N)cc2)CC1 (stereo unspecified) returned Tn6 DDE FP -2, PLCb3 inh 5, DDE Tn7 FP inh 2, PLCg1 inh 0, ASAP1 inh -12, ARFGAP1 inhibitor -2, MBD2 DNA inh 2, proKLK7 act 0.0, UHRF1 binding 0 and ADAM17 inh -4.
For CN(C)c1ccc(NC(=S)N(CCc2ccccc2)C2CC(=O)N(c3c(Cl)cccc3Cl)C2=O)cc1 (stereo unspecified) the results were Tn6 DDE FP 3, PLCb3 inh 3, DDE Tn7 FP inh -2, PLCg1 inh 0, ASAP1 inh -4, ARFGAP1 inhibitor 13, MBD2 DNA inh 5, proKLK7 act 0.2, UHRF1 binding 16 and ADAM17 inh 2.
Screening CN(C)c1ccc(C2(c3ccc(N(C)C)cc3)OC(=O)c3cc(N)ccc32)cc1 returned Tn6 DDE FP -2, PLCb3 inh -10, DDE Tn7 FP inh -7, PLCg1 inh -3, ASAP1 inh 6, ARFGAP1 inhibitor 6, MBD2 DNA inh 0, proKLK7 act -0.8, UHRF1 binding -1 and ADAM17 inh 7.
CCOc1ccccc1N1CCN(C(=O)COc2ccc3c(C)cc(=O)oc3c2)CC1 was read as Tn6 DDE FP 0, PLCb3 inh -26, DDE Tn7 FP inh -1, PLCg1 inh -18, ASAP1 inh -1, ARFGAP1 inhibitor -3, MBD2 DNA inh 5, proKLK7 act -1.1, UHRF1 binding 1 and ADAM17 inh -39.
`COc1cc(OC)cc(-c2c(C#Cc3ccsc3)c3cc(-c4cnc(OC)nc4)ccc3n2C)c1` gave Tn6 DDE FP -4, PLCb3 inh -13, DDE Tn7 FP inh 5, PLCg1 inh -9, ASAP1 inh 9, ARFGAP1 inhibitor 2, MBD2 DNA inh 5, proKLK7 act -0.5, UHRF1 binding 4 and ADAM17 inh -10.
Screening CN(Cc1ccc(O)cc1)C1CCCCC1 returned Tn6 DDE FP 5, PLCb3 inh 6, DDE Tn7 FP inh -5, PLCg1 inh 5, ASAP1 inh -14, ARFGAP1 inhibitor -4, MBD2 DNA inh -2, proKLK7 act 0.6, UHRF1 binding 0 and ADAM17 inh 1.
O=C(CCN1C(=O)c2ccccc2C1=O)NC(=S)Nc1cccc(Cl)c1 was read as Tn6 DDE FP 3, PLCb3 inh -1, DDE Tn7 FP inh 5, PLCg1 inh 1, ASAP1 inh -2, ARFGAP1 inhibitor -15, MBD2 DNA inh -3, proKLK7 act -0.7, UHRF1 binding -3 and ADAM17 inh 1.
Screening Cc1onc(-c2c(Cl)cccc2Cl)c1C(=O)NC(C)(C)CO returned Tn6 DDE FP 7, PLCb3 inh 2, DDE Tn7 FP inh 4, PLCg1 inh 0, ASAP1 inh 15, ARFGAP1 inhibitor -6, MBD2 DNA inh -4, proKLK7 act 0.5, UHRF1 binding 1 and ADAM17 inh -3.
`Cc1[nH]c(=O)c(C(=O)/C=C/c2ccccc2F)c2c1CCCC2` gave Tn6 DDE FP -4, PLCb3 inh -13, DDE Tn7 FP inh -4, PLCg1 inh -7, ASAP1 inh 5, ARFGAP1 inhibitor 1, MBD2 DNA inh -4, proKLK7 act 0.7, UHRF1 binding -3 and ADAM17 inh -3.
`Cc1ccccc1Oc1ccccc1N` gave Tn6 DDE FP 1, PLCb3 inh 1, DDE Tn7 FP inh 7, PLCg1 inh 2, ASAP1 inh -6, ARFGAP1 inhibitor 7, MBD2 DNA inh -5, proKLK7 act -0.2, UHRF1 binding -2 and ADAM17 inh -5.
Nc1nc(NCc2cccs2)nn1-c1ccccc1 was read as Tn6 DDE FP -6, PLCb3 inh 1, DDE Tn7 FP inh -2, PLCg1 inh -4, ASAP1 inh -4, ARFGAP1 inhibitor -5, MBD2 DNA inh -1, proKLK7 act 0.8, UHRF1 binding 2 and ADAM17 inh -2.
For Cc1ccc(CSCCNC(=O)CN2C(=O)c3ccccc3S2(=O)=O)cc1 the results were Tn6 DDE FP 5, PLCb3 inh 4, DDE Tn7 FP inh -4, PLCg1 inh 2, ASAP1 inh -21, ARFGAP1 inhibitor -7, MBD2 DNA inh -5, proKLK7 act -0.5, UHRF1 binding -2 and ADAM17 inh 1.

Of the compounds above, 2 have a furan ring, fused or not.
COCc1ccc(C(=O)N2CCCC(Nc3ccc4c(c3)OCCO4)C2)o1 (stereo unspecified) was read as Tn6 DDE FP 0, PLCb3 inh -8, DDE Tn7 FP inh -12, PLCg1 inh -1, ASAP1 inh -1, ARFGAP1 inhibitor 6, MBD2 DNA inh 10, proKLK7 act -0.8, UHRF1 binding 21* and ADAM17 inh 0.
For O=C(NCC(c1ccco1)N1CCCC1)c1cc2cc(Cl)ccc2o1 (stereo unspecified) the results were Tn6 DDE FP 6, PLCb3 inh -9, DDE Tn7 FP inh -2, PLCg1 inh 0, ASAP1 inh 11, ARFGAP1 inhibitor -6, MBD2 DNA inh 0, proKLK7 act 0.9, UHRF1 binding -3 and ADAM17 inh -1.

This is a random part of the collection. About 4.1% of those tested had a hit in this group.
